High-throughput results from PubChem BioAssay.
MBD2 DNA inh: inhibitors of MBD2 binding to methylated DNA, primary screen, biochemical, TR-FRET, DNA-binding domain, human; inhibition, % at 4.4 µM; Methyl-CpG-binding domain protein 2 (Homo sapiens), Q9UBB5; AID 686964, 2013; MBD2 binding to methylated oligonucleotide; 0.31% of 370,000 active; in the data active = inhibition above about 13%
Target sequence (Q9UBB5 whole entry, looked up, the tested form may be a part): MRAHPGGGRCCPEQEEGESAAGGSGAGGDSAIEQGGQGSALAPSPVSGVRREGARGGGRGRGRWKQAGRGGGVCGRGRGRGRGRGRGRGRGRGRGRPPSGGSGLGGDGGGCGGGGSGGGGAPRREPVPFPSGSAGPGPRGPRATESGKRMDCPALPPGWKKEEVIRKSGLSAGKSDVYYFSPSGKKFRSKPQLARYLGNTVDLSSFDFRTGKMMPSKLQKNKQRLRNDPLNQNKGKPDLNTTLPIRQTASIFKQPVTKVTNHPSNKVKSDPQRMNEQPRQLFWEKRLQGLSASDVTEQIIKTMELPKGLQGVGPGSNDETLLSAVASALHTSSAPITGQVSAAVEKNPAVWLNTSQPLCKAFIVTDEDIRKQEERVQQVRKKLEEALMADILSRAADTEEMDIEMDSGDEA
TDP2 inh: human TDP2 enzyme inhibitors, primary screen, biochemical, epi absorbance, recombinant enzyme; Tyrosyl-DNA phosphodiesterase 2 (Homo sapiens), O95551; T5PNP hydrolysis, p-nitrophenol absorbance 415 nm; inhibition, % at 12.8 µM; 0.34% of 370,000 active; AID 720702, 2013;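 active = inhibition above the mean of all tested compounds plus 3 SD, set per campaign, cut at about 25% in these data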;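 also: 0% = DMSO with enzyme and 100% = buffer with substrate but no TDP2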
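Assay system: Recombinant human TDP2 | Quantity: 120 nM TDP2 per well | Incubation: 2 h at 37 °C | Signal: Epi absorbance | Evaluation: Percent inhibition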
ABHD4 inh: ABHD4 inhibitors, primary screen, biochemical, fluorescence polarization, mouse; (Lyso)-N-acylphosphatidylethanolamine lipase (Mus musculus), Q8VD66; purified mABHD4, FP-Rh probe fluorescence polarization; inhibition, % at 8.92 µM; 0.54% of 370,000 active; AID 720543, 2013;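 active = inhibition exceeding the mean over every tested compound plus 3 SD, cut at about 30% in these data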;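 also: 0% = plate median of compound wells and 100% = S159A mutant with DMSO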
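Assay system: Wild-type mouse ABHD4 protein | Medium: HEPES pH 7.0 buffer, 150 mM NaCl, 0.01% Pluronic F-127 | Incubation: Enzyme–compound pre-incubation 45 min, then probe 60 min, both 25 °C | Technique: Fluorescence polarization with parallel and perpendicular emission, 525/598 nm | Evaluation: % inhibition of FP-Rh probe binding versus controls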
TCR CD3 inh: inhibitors of human TCR-CD3 interaction, primary screen, biochemical, fluorescence, TAMRA-labeled TCR probe | AID 651800, 2012 | T-cell receptor (TCR) | 0.37% of 360,000 active | inhibition, % at 9.4 µM; in the data active = inhibition above about 19%;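 also: recombinant mutant TCR 2C K166C tagged with TAMRA read by polarization; 0% = receptor in buffer alone and 100% = receptor with positive control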
rCAG binder: binders of r(CAG) RNA repeats, primary screen, biochemical, fluorescence | 1.3% of 370,000 active | inhibition, % at 3 µM | r(CAG) RNA repeat, TO-PRO-1 dye displacement fluorescence;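 active = inhibition above the plate cutoff, the mean of all test compounds on that plate plus 3 SD, cut at about 35% in these data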;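 also: 0% = DMSO alone and 100% = 100 µM mitoxantrone as full dye displacement; higher means more dye released from RNA so lower well fluorescence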
LEDGF integ inh: blockers of LEDGF/p75-dependent integrase strand transfer – biochemical, TR-FRET, high throughput, primary screen; inhibition, % at 3.7 µM; TR-FRET IN-LEDGF/p75 DNA integration, Eu/Cy5; HIV-1 integrase (with human LEDGF/p75); 0.64% of 370,000 active;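 active = inhibition above the screen-wide mean plus 3 SD, cut at about 13% in these data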;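 also: signal is the Cy5 over europium emission ratio at 671 and 618 nm; 0% = plate median of compound wells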
SIAE primary: human SIAE inhibitors, primary screen, biochemical, fluorescence polarization, FP-Rh probe, 1536-well HTS; Sialate O-acetylesterase (Homo sapiens), Q9HAT2; SIAE FP-Rh probe binding; inhibition, % at 9.66 µM; 0.69% of 370,000 active;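 active = inhibition above a cutoff: mean of compounds within the control limits plus 3 SD of those, cut at about 17% in these data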;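 also: 0% = plate median of compound wells and 100% = probe without SIAE protein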
NPR2 activator: human GC-B receptor activators, primary screen, HEK293 GC-B cells, cGMP TR-FRET, EC30 CNP. 0% at EC30 CNP, 100% saturating CNP. 0.11% of 370,000 active. activation, % at 10 µM. AID 1920062, 2024. Atrial natriuretic peptide receptor 2 (Homo sapiens), P20594;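 active = activation at 10 µM reaching about 35% in either raw or pattern-adjusted values, limit read from the data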
HTRA1 inhibitor: HTRA1 serine protease inhibitors, primary screen, biochemical, fluorescence polarization, HTS; inhibition, % at 5.96 µM; 0.5% of 340,000 active; Q92743; AID 504803, 2011; recombinant HTRA1, FP-rhodamine activity-based probe; in the data active = inhibition above about 36%;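 also: 0% = enzyme with DMSO and 100% = wells lacking enzyme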
Target sequence (Q92743 whole entry, looked up): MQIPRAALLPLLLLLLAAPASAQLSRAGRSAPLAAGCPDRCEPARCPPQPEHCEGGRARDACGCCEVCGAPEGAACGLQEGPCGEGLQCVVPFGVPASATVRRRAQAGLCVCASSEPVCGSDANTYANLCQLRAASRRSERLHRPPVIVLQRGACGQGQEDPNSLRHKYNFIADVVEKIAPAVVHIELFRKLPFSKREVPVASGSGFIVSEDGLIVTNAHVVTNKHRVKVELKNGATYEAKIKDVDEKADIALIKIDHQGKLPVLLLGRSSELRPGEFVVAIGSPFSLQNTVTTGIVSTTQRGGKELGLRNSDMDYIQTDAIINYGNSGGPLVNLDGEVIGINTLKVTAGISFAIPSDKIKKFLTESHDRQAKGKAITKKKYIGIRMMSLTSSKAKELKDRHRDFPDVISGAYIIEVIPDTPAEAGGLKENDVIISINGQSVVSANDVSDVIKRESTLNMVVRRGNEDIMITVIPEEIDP
PRMT1 FP inh: PRMT1 methyltransferase inhibitors, primary screen, biochemical, fluorescence polarization; Protein arginine N-methyltransferase 1 (Homo sapiens), Q99873; recombinant PRMT1, activity-based probe fluorescence polarization; inhibition, % at 2.79 µM; 1.3% of 370,000 active; AID 652257, 2013;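 active = inhibition above about 21% made by adding two undisclosed values, limit read from the data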
Numbers without * were called inactive; · = no result given. A portion of the library, so the mix of outcomes need not match the whole.

Values run as follows: HTRA1 inhibitor, rCAG binder, MBD2 DNA inh, TCR CD3 inh, SIAE primary, LEDGF integ inh, PRMT1 FP inh, TDP2 inh, NPR2 activator, ABHD4 inh
CC(=O)c1cc(F)c(N2CCN(C(=O)c3ccco3)CC2)cc1C
 : 2, -2, 0, 0, -6, -2, -1, -3, -3, -1
COc1ccc(-n2c(=S)[nH]c3ccccc32)cc1
 : -5, 0, -4, -18, -15, 4, 9, 2, -6, -29
O=C(Nc1ccc(N2CCCC2)cc1)c1cc2ccccc2o1
 : 5, 16, 3, 0, 7, 2, -1, 8, -4, 3
O=C(CN1C(=O)/C(=C/c2ccc(F)cc2)SC1=S)NC1CCS(=O)(=O)C1 (stereo unspecified)
 : 0, 1, 1, 3, -11, 9, -1, 15, -1, 8
O=C(CN(C(=O)CCC(=O)Nc1ccccn1)c1cccc(F)c1)NCc1ccc2c(c1)OCO2
 : 7, -6, -3, -2, 13, -3, -3, 12, -1, -7
Cc1ccc(C(=O)OCC(=O)Nc2sccc2C(N)=O)cc1NC(=O)c1ccco1
 : -13, 8, 3, 1, -25, 1, -2, -2, 7, -47
N#Cc1c(Cl)cccc1Oc1ccc(S(=O)(=O)Nc2ccccc2)cc1
 : ·, 9, 1, 6, -8, -1, -2, 9, -3, -13
CC(C)(C)Nc1nc2cc([N+](=O)[O-])ccc2o1
 : 0, -2, 0, -9, 2, -5, 0, 3, -1, 0
COc1ccccc1NC(=O)COc1cccnc1[N+](=O)[O-]
 : 0, 1, 1, 5, -3, 3, 0, 0, -7, -6
CC(C)CCNC(=O)CCCOc1cc(=O)n(C)c2ccccc12
 : 1, -2, -1, 1, 1, -2, -2, 6, -5, -1
Cc1cccc(C(=O)N2CCN(c3ccc(N4CCOCC4)nn3)CC2)c1
 : 0, -6, 3, 5, -4, -2, -2, 11, 0, -2
CCOC(=O)c1cc2occc2n1CC(=O)N1CCCc2ccccc21
 : -8, 2, -1, 4, 2, 4, 2, 5, -8, -2
CCOc1ccc(NC(=O)CC2SC(=O)N(c3ccccc3)C2=O)cc1 (stereo unspecified)
 : -10, 33, -7, -4, -8, 7, 4, -6, 3, -9
O=C(OCc1cn(Cc2ccccc2)nn1)N1CCOCC1
 : ·, 1, -4, ·, -8, 6, -6, 2, 0, 1
O=C(N/N=C/c1ccc(OC(F)F)cc1)c1ccc(Br)cc1
 : -14, -3, 3, -10, -9, -2, 3, 0, -5, 11
O=C(O)CCC(=O)N(Cc1ccccc1)Cc1ccccc1
 : 9, -3, 1, -1, 2, 0, -5, 2, 2, -1
CC(C)(C)c1ccc(S(=O)(=O)N2CCN(Cc3cc4c(cc3O)OCO4)CC2)cc1
 : 1, 4, 1, -3, 7, -2, 3, -3, 2, 2
Cn1cc(CN2CCCC(C(=O)c3cc(F)ccc3F)C2)c2ccccc21 (stereo unspecified)
 : -6, -6, -2, -1, 0, 0, 0, 7, -4, 3
CCc1ccc2c(c1)c1nc(C)sc1n2CC(=O)OC
 : -4, -3, 2, -4, 2, 3, 2, 6, 14, -7
Cn1cc(CN2CCc3sccc3C2)c(-c2ccccc2F)n1
 : 8, -2, 3, 2, 0, 2, -5, 18, -2, -6
Cc1noc(NS(=O)(=O)c2ccc(NC(=O)Nc3ccc(Cl)c(Cl)c3)cc2)c1C
 : -38, 91*, -3, 10, -6, 1, -2, -7, -5, -51
O=C(OCc1cn([C@@H]2C[C@H](c3ccc(Cl)cc3)N(C(=O)c3cccs3)C[C@H]2O)nn1)c1ccccc1
 : -37, 9, 6, 5, -2, -4, 6, 1, -4, -11
O=C(OC1CCOC1=O)c1cc(-c2ccc(Br)cc2)nc2ccccc12 (stereo unspecified)
 : -7, 5, -2, -2, -23, -1, 0, 4, -5, 1
COCCNC(=O)C1(C)CCCN(C(=O)c2cccc(C#N)c2)C1 (stereo unspecified)
 : ·, 1, 0, -6, 1, -4, -1, 2, -3, 3
CCOc1ccc(/C=N/NC(=O)COc2ccccc2-c2ccccc2)cc1
 : -15, 1, 4, 8, -7, 1, -2, 2, 2, -12
COc1ccc(NC(=O)n2ncc3cc(Cl)ccc32)cc1OC
 : -10, 6, -11, 9, 6, 0, 1, -8, -5, 2
O=C(CSCc1ccc(Cl)cc1)Nc1ccc(-c2nnc(-c3ccccc3)o2)cc1
 : -5, 8, -4, -1, -1, 1, -3, -18, -2, -18
Cc1cccc(Cl)c1NC(=O)NCCCN1CCOCC1
 : ·, 5, 1, 4, 0, 2, 3, 11, 0, 3
O=C(CN1CCN(Cc2ccccc2Cl)CC1)N/N=C/c1ccco1
 : 6, -5, 6, 0, -1, 1, 2, 1, 4, 0
CCC[C@H]1[C@@H](NC(=O)c2cccc(C(F)(F)F)c2)CC[C@@]23CCCN2C(=O)CCC[C@@H]13
 : ·, ·, 3, ·, -4, 1, 1, 4, -20, 2
Cc1ccc(-n2c(N)c(C(N)=O)sc2=S)c(C)c1
 : 3, 0, -3, 1, 0, 2, 4, 0, 2, 1
CCN(CC)S(=O)(=O)c1ccc2[nH]c(=O)c3ccccc3c2c1
 : 7, 1, 8, -4, 0, -1, 1, 3, 1, 3
O=C(NCCCN1CCOCC1)c1ccc2c(=O)n(CCc3ccccc3)c(=O)[nH]c2c1
 : 0, -4, 0, -6, 10, 4, -3, 14, -9, -4
Cn1c(N)c(C(=O)COC(=O)c2ccc3ccccc3c2)c(=O)n(C)c1=O
 : 5, 1, 0, -5, -5, -1, -2, 5, 5, 4
O=C(NC1CCCC1)c1ccc(Br)o1
 : 0, 4, 4, 9, 1, 1, -2, 3, -5, 5
OC(COc1ccc(Cl)cc1)CN1CCCCC1 (stereo unspecified)
 : 1, 0, 2, 0, 5, 0, 4, -6, 1, -6
Cc1ccc(S(=O)(=O)NCC(c2ccccc2)N2CCN(c3ccc(F)cc3)CC2)cc1 (stereo unspecified)
 : 5, 2, 0, -4, -1, -6, 4, -15, -9, 1
O=C(CN1C(=O)NC2(CCCC2)C1=O)Nc1cc(Cl)ccc1N1CCOCC1
 : -1, -4, 7, -5, 8, 3, 0, -2, 8, -7
CC(=O)c1c(C)[nH]c(C(=O)CSc2ccc(F)cc2)c1C
 : -6, 1, 0, -4, -6, -2, -1, -5, -5, 4
O=C(NCCN=C1NS(=O)(=O)c2ccccc21)c1ccncc1
 : -3, -2, -4, 9, 1, 0, -4, 3, 0, 7
O=C(COC(=O)/C=C/c1c(F)cccc1Cl)NCC1CCCO1 (stereo unspecified)
 : 2, -4, 2, 5, 2, 1, -2, 10, 1, -1
COCC1CCCC1OS(N)(=O)=O (stereo unspecified)
 : 0, 2, -2, 3, 5, 0, 1, 10, 0, 5
COc1ccc(C)cc1NC(=O)Nc1ccccc1SC
 : -18, -1, 3, 4, 2, 2, -1, -19, -10, -7
O=C(Nc1ccccc1C(=O)NCCCN1CCOCC1)c1ccc(F)cc1F
 : 5, -4, -3, 4, -1, -1, -1, -5, 9, 7
CN1CCN(S(=O)(=O)c2ccc(NC(=O)c3ccc(F)cc3Cl)cc2)CC1
 : -9, -3, -3, -7, -2, 2, -1, 8, 2, -2
CC1CCN(CCCOc2ccc(Br)cc2Cl)CC1
 : 1, -1, 2, 5, 3, -1, 0, 20, -7, 7

As a short view, 6 of the compounds above.
Values run as follows: HTRA1 inhibitor, rCAG binder, MBD2 DNA inh, TCR CD3 inh, SIAE primary, LEDGF integ inh, PRMT1 FP inh, TDP2 inh, NPR2 activator, ABHD4 inh
Cc1ccc(-n2c(N)c(C(N)=O)sc2=S)c(C)c1
 : 3, 0, -3, 1, 0, 2, 4, 0, 2, 1
CCN(CC)S(=O)(=O)c1ccc2[nH]c(=O)c3ccccc3c2c1
 : 7, 1, 8, -4, 0, -1, 1, 3, 1, 3
O=C(NCCCN1CCOCC1)c1ccc2c(=O)n(CCc3ccccc3)c(=O)[nH]c2c1
 : 0, -4, 0, -6, 10, 4, -3, 14, -9, -4
Cn1c(N)c(C(=O)COC(=O)c2ccc3ccccc3c2)c(=O)n(C)c1=O
 : 5, 1, 0, -5, -5, -1, -2, 5, 5, 4
O=C(NC1CCCC1)c1ccc(Br)o1
 : 0, 4, 4, 9, 1, 1, -2, 3, -5, 5
OC(COc1ccc(Cl)cc1)CN1CCCCC1 (stereo unspecified)
 : 1, 0, 2, 0, 5, 0, 4, -6, 1, -6
